Screening data from PubChem.
TDP1 cell noCPT: qHTS for Inhibitors of human tyrosyl-DNA phosphodiesterase 1 (TDP1): qHTS in cells in absence of CPT. AID 686978, 2013. DT40 Tdp1-/- hTDP1 cells, no CPT, ATP luminescence, 48 h. Potency, µM (top dose mostly 46.2 µM), inactives show top-dose activity change, negative = growth inhibition, hits mostly inhibitors. 420,000 compounds, 15% hits; note: nearly all actives have a fitted effect of over 55% in size
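Compound effects on proliferation are scored in DT40 Tdp1-/-;hTDP1 cells in the absence of CPT. ATP levels (CellTiter-Glo luminescence) are recorded after a ≥48 hr, 37 °C incubation.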
TDP1 cell CPT: growth inhibition of DT40 Tdp1-/-;hTDP1 cells with camptothecin (screen for TDP1 inhibitors); chicken DT40 Tdp1-/-;hTDP1 cells + 20 nM CPT, ATP luminescence, 48 h; Potency, µM (doses to about 46.2 µM), without a hit: at the highest dose activity change, negative = growth inhibition, usual class: inhibitors; 420,000 compounds, 12% hits; AID 686979; note: nearly all actives have a fitted effect of over 55% in size
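Cell growth measured by CellTiter-Glo luminescence after a minimum 48 h, 37 C compound exposure with 20 nM CPT in Tdp1-knockout DT40 cells stably expressing hTDP1, seeded 400/well; qHTS titration format.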
KAT2A inh: GCN5L2 (KAT2A) acetyltransferase inhibition; Q92830; 390,000 compounds, 0.21% hits; GCN5L2 HAT assay, ThioGlo1 CoA-SH fluorescence; Potency, µM (doses to about 58.9 µM), for the others: top-dose activity change, negative = inhibition, hits mostly inhibitors
Target sequence (Q92830 whole entry, looked up): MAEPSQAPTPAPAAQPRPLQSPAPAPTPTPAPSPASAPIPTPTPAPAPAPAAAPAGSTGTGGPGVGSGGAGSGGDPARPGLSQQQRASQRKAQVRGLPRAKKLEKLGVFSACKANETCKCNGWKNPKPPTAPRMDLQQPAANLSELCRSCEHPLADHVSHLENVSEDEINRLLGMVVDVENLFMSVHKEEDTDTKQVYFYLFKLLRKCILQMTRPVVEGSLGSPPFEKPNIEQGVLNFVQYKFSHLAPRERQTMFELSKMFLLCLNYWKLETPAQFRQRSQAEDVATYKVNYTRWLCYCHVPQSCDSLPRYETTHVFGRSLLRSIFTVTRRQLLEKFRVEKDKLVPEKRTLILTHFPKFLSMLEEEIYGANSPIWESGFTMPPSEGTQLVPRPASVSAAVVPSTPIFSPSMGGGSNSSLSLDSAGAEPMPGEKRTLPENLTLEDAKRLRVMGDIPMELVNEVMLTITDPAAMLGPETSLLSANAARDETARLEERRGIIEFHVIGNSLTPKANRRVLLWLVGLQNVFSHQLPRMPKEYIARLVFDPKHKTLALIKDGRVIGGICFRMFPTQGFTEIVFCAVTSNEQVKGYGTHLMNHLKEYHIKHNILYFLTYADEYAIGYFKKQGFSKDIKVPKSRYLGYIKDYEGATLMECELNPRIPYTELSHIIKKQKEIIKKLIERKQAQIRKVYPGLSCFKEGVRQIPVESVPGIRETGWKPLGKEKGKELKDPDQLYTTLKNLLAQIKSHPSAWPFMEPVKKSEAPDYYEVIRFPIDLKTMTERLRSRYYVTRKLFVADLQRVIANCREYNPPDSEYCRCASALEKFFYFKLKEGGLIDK
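GCN5L2 (20 nM) in 50mM HEPES pH 7.5, 0.1mM EDTA, 0.01% Tween-20 preincubated 15 min with compounds at room temperature. Reaction started with H3(1-25) 75uM, acetyl-CoA 70uM, ThioGlo1 50uM; CoA-thiol fluorescence (Ex340/Em540) read at 0 and 20 min.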
The depositor's hits bear a star; ? = inconclusive; . = no result given; & = joins results of further samples; [ ] = another dose, or the depositor's remark. Calls come from the whole dose curve; as a rule, active = well fitted curve in the direction sought with a large enough effect; inconclusive = small, poorly fitted or top-dose-only effect, or another doubt; inactive = no such curve, though single readings can be large; an effect the other way counts as inactive or inconclusive. % is set by controls: 0 for no effect and ±100 for the full control effect; potency is the fitted concentration of half-maximal effect.

Order of values – TDP1 cell noCPT	TDP1 cell CPT	KAT2A inh
1) Nc1ncnc2oc(-c3ccoc3)c(-c3ccco3)c12
 : ?	?	.
2) CCCCCCNS(=O)(=O)c1nc2nc(C)cc(C)n2n1
 : -14.3%	3.4%	-10.3%
3) COc1ccc(Br)cc1C(=O)Nc1ccc(N2CCN(S(C)(=O)=O)CC2)cc1
 : ?	-16.0%	1.0%
4) CCn1c(SCC(=O)Nc2ccc(OC)cc2)nnc1-c1ccco1
 : 0.4%	0.3%	2.1%
5) COc1ccc(C)cc1NC(=O)CSCc1cc(=O)n2c(C)csc2n1
 : -11.2%	4.4%	-4.4%
6) CC(C)c1ccc(NC(=O)c2cc(S(=O)(=O)NC3CCCCC3)ccc2F)cc1
 : 18.4µM*	16.4µM*	-5.1%
7) O=C(O)c1ccc(N/N=C/c2cccc3cccnc23)cc1
 : 2.9%	-1.2%	-1.2%
8) Clc1ccc2nc(-c3ccccn3)c(Nc3ccc4c(c3)OCO4)n2c1
 : 20.6µM*	?	-5.0%
9) CCn1c(C)nc2cc(C(=O)NNC(=S)NC(=O)c3ccc(OC)cc3)ccc21
 : ?	?	-12.2%
10) Cc1cccc(N2C(=O)CC(Cn3nc(C)cc3C)C2=O)c1 (centres undefined)
 : -1.8%	4.8%	0.0%
11) C/C(NC(=O)c1cccs1)=C1\C(=O)C[C@@H]2[C@H]1C2(C)C
 : ?	-7.7%	-5.1%
12) COCCCNC(=O)C(=O)C1C(=O)Nc2ccccc21 (centres undefined)
 : -14.1%	14.6%	-17.0%
13) CC(=O)Nc1ccc(NC(=O)C(C)OC(=O)/C=C/c2cnc3ccccc3n2)cc1 (centres undefined)
 : -5.4%	-21.6%	1.3%
14) COc1ccc(OCC(=O)NC(CC(=O)O)c2ccc(OC)c(OC)c2)cc1 (centres undefined)
 : 12.5%	20.4%	-1.5%
15) Cc1nc2c3ccccc3n(CC#N)c(=O)n2n1
 : -13.7%	-4.0%	-6.1%

In a second layout: 2 of the compounds above.
| cpd | smiles | TDP1 cell noCPT | TDP1 cell CPT | KAT2A inh |
| --- | --- | --- | --- | --- |
| 10 | Cc1cccc(N2C(=O)CC(Cn3nc(C)cc3C)C2=O)c1 (centres undefined) | -1.8% | 4.8% | 0.0% |
| 11 | C/C(NC(=O)c1cccs1)=C1\C(=O)C[C@@H]2[C@H]1C2(C)C | ? | -7.7% | -5.1% |

(next part)
Order of values – TDP1 cell noCPT	TDP1 cell CPT	KAT2A inh
16) Cc1ccc(NC(=O)CNc2ccc(Cl)cc2F)cc1
 : 2.9%	-19.7%	-2.1%
17) COc1ccc(-c2noc(CSc3nnc(-c4ccncc4)n3-c3ccc(C)cc3)n2)cc1
 : ?	?	-4.6%
18) CCc1ccc(N(C(=O)C(F)(F)F)C(C(=O)NC2CCCCC2)c2ccncc2)cc1 (centres undefined)
 : -10.7%	-6.4%	-2.1%
19) Cc1nnnn1/C(=C\c1ccccc1)C(=O)OCC(=O)NC1CCCCC1
 : 14.6µM*	13µM*	-4.7%
20) CCN(CC)c1ncnc2c1ncn2[C@H]1CN(C2CCCC2)C[C@@H](CO)O1
 : -17.3%	-27.8%	.
21) CCOC(=O)C1CSC(CC(=O)Nc2ccc(OCC)cc2)C(=O)N1 (centres undefined)
 : -5.5%	4.3%	0.5%
22) COc1cccc(CNc2ncnc3nc[nH]c23)c1
 : ?	?	.
23) O=C1NC(=S)N/C1=C\c1ccccc1OCc1ccc(C(=O)O)cc1
 : -14.8%	-9.7%	-9.9%
24) CCOc1ccc(Sc2cc(C(=O)NC(C)c3ccccc3)c3ccccc3n2)cc1 (centres undefined)
 : ?	?	0.5%
25) CSc1nc(N)nc2c1ncn2CC(=O)Nc1ccc(C)c(C)c1
 : 14.6µM*	13µM*	-3.6%
26) CN1CCN(C(=O)CCNC(=O)Cn2ccc3ccccc3c2=O)CC1
 : ?	4.7%	-4.5%[0.501 µM]
27) CC(NC(=O)CCCn1c(=O)c2cccn2c2cccnc21)c1ccccc1 (centres undefined)
 : -8.2%	-1.6%	-1.1%
28) CCN(CC(=O)NCc1ccc(Cl)cc1)CC(=O)Nc1ccc(C(N)=O)cc1
 : -8.1%	-2.0%	-11.7%
29) O=C(c1cc(-c2ccco2)on1)N1CCN(c2ccccc2)CC1
 : -22.6%	-10.1%	-12.7%
30) COc1ccc(CCc2nnc(CCC(=O)NCc3ccc4ncccc4c3)o2)cc1
 : -26.8%	-13.2%	-0.2%
31) Cc1ccc2oc(-c3ccc(C)c(NC(=S)NC(=O)c4cccs4)c3)nc2c1
 : ?	?	11.8%
32) Cn1nc(C(C)(C)C)cc1NC(=O)C1(C)CCN1C(=O)C1(c2ccccc2)CCCC1 (centres undefined)
 : ?	?	.
33) CN1CC(=O)N2[C@H]3c4ccccc4OC[C@@H]3[C@H](c3ccccc3)[C@]2(C)C1=O
 : -11.6%	-16.0%	-3.7%
34) O=C(OCc1ccccc1)N1CCC2CC1c1ccc(-c3cccc(F)c3)cc12 (centres undefined)
 : ?	?	.
35) COc1ccc(CNC(=O)C2CCN(C(=O)c3ccco3)CC2)cc1
 : -7.4%	-4.7%	-2.3%
36) Cc1oc(C(C)(C)C)c(CN2CCCC2)c1C(=O)O
 : -0.8%	-0.9%	-2.4%
37) O=C(NC(=S)Nc1cc([N+](=O)[O-])ccc1Cl)c1ccccc1
 : -20.5%	-9.3%	-1.7%
38) Cc1ccc(F)cc1C(=O)N1CCCCC1c1cc(C(=O)NC(C)C)no1 (centres undefined)
 : -27.0%	-1.0%	.
39) COC(=O)CSc1nc2c(cnn2-c2ccc(Cl)cc2)c(=O)[nH]1
 : 4.1%	2.6%	3.6%
40) O=C1CCCCCN1Cc1ccccc1
 : -19.7%	-7.3%	-26.6%
41) CCC(CO)Oc1cc(NCc2ccc(C)cc2)c2ncn(C(C)C)c2c1 (centres undefined)
 : ?	?	-8.7%
42) CCCCN1CCc2c(c3ccccc3n2Cc2ccccc2)C1
 : 23.1µM*	16.4µM*	-4.5%
43) NC(=O)N/N=C/c1ccc(-c2cccc(C(F)(F)F)c2)o1
 : -2.0%	-2.6%	-9.6%
44) CCN(CC)C(=O)c1ccc(-c2nnc(OC)c3ccccc23)cc1
 : ?	-21.0%	-0.6%
45) CCOc1ccccc1NC(=O)CSc1nnnn1-c1ccc(C(=O)OC)cc1
 : -21.2%	-4.6%	-1.8%
46) CCCCOC(=O)c1ccc(Nc2nc3ccc(C(=O)c4ccccc4)cc3n3cnnc23)cc1
 : 16.4µM*	20.6µM*	-14.1%
47) CCN(CC)CCN(C(=O)c1ccc(C(=O)c2ccccc2)cc1)c1nc2c(OC)cccc2s1
 : -22.9%	?	-12.4%
48) CN(C(=O)COC(=O)c1ccc(Cl)nc1)c1c(N)n(Cc2ccccc2)c(=O)[nH]c1=O
 : -2.4%	-2.4%	-5.0%
49) CCCN1C(=O)c2[nH]nc(-c3ccc(F)cc3)c2C1c1ccccn1 (centres undefined)
 : ?	?	-7.6%
50) COc1c(C)cc(C(=O)C2CCCN(C(=O)Cn3nc(C)nc3C)C2)cc1C (centres undefined)
 : 10.0%	-0.3%	0.8%
51) CCC(=NCCc1ccc(OC)c(OC)c1)C1=C(O)CC(C)(C)CC1=O
 : 3.6%	3.8%	-3.0%
52) COc1ccc(-c2csc(NC(=O)c3cccc(N4C(=O)CCC4=O)c3)n2)cc1C
 : ?	?	-6.1%
53) O=C(Nc1ccc(N2CCOCC2)c(Cl)c1)c1ncn[nH]1
 : -11.5%	0.1%	-2.0%
54) CCOc1cccc(C(c2c(C)n(C)n(-c3ccccc3)c2=O)c2c(C)n(C)n(-c3ccccc3)c2=O)c1OC
 : -9.2%&-27.9%	-4.3%&-16.3%	1.9%&-1.7%
55) O=C(Nc1cccc2ccccc12)c1ccc(OC(=S)N2CCOCC2)cc1
 : 23.1µM*	23.1µM*	3.2%
56) COc1ccccc1N1CC(C(=O)OCC(=O)Nc2c(C)cccc2C)CC1=O (centres undefined)
 : -8.8%	-1.0%	-4.4%
57) O=C(OC1CCOC1=O)c1ccc(CO)cc1 (centres undefined)
 : 1.5%	-16.0%	-2.9%
58) O=C(NCc1ccccn1)C1Nc2ccc(OC(F)(F)F)cc2C2C=CCC12 (centres undefined)
 : ?	?	.
59) Cc1nc(CCNC(=O)c2cccs2)cs1
 : -1.5%	0.3%	-5.0%
60) C=CCOC(=O)C(C#N)c1nc2ccccc2nc1N1CCN(c2ccccc2OC)CC1 (centres undefined)
 : ?	?	-7.1%
61) COc1ccc(C)cc1S(=O)(=O)N(CC(=O)NC1CCCC1)c1ccc(F)cc1
 : -23.7%	-2.7%	3.3%
62) Cc1ccc(NC(=O)CN(C)C(=O)Cn2nnc(-c3ccccc3C)n2)cc1
 : ?	-15.6%	-5.4%
63) COC(CNC(=O)Cn1nc(Cc2ccncc2)c2ccccc2c1=O)OC
 : -20.0%	2.8%	-15.1%
64) CC(=O)c1c(C)[nH]c(C(=O)CN2C(=O)NC3(CCCCC3C)C2=O)c1C (centres undefined)
 : 6.4%	-2.2%	-3.2%
65) Cn1c(=O)cc(SCC(=O)N2CCN(c3ccccc3F)CC2)c2ccccc21
 : ?	?	-4.6%
66) CCOC(=O)c1c(C)[nH]c(C(=O)OCc2csc(CC(=O)Nc3ccccc3C)n2)c1C
 : 13µM*	16.4µM*	-0.6%
67) COc1ccc(C(=O)Nc2nc3c(s2)Cc2c(Br)ccc(OC)c2-3)cc1OC
 : ?	?	-6.5%
68) CC(=O)Nc1cccc(NC(=O)C(=O)NCCc2sc(-c3ccccc3)nc2C)c1
 : 1.16µM*	1.46µM*	-2.2%
69) Cc1nc(N)sc1C(=O)N/N=C/c1ccco1
 : 7.3%	5.7%	-4.2%
70) CC(C)CCNC(=O)C(C)N(C(=O)Cn1nnc(-c2ccc(F)cc2)n1)C1CCCC1 (centres undefined)
 : ?	-27.3%	-3.9%
71) CC(C)n1nnnc1SCC(=O)N1CCN(Cc2ccc3c(c2)OCCO3)CC1
 : -8.9%	-1.6%	-8.5%
72) CC1(NC(=O)C2CCCCC2)CCS(=O)(=O)C1 (centres undefined)
 : -4.2%	3.8%	-4.4%
73) CCN(CC(=O)NCc1ccc(Cl)cc1)C(=O)c1cnc(Cl)c(Cl)c1
 : -11.7%	-19.9%	-3.5%
74) Cc1oc(-c2ccccc2Cl)nc1CN1CCCC1c1ccc(F)cc1 (centres undefined)
 : -36.3%	?	-5.2%
75) CCCOc1ccc(F)cc1-c1cc(C(=O)NCc2cccc(Cl)c2)[nH]n1
 : ?	23.1µM*	.

Carrying on:
Order of values – TDP1 cell noCPT	TDP1 cell CPT	KAT2A inh
76) O=C(NC1CC1)c1nc2c(nnn2Cc2ccccc2Cl)c(=O)[nH]1
 : ?	?	-3.1%
77) COC(=O)CN1C(=O)N(c2ccccc2)C(N(O)C(=O)Nc2ccccc2)C1(C)C (centres undefined)
 : -3.4%	23.0%	-2.0%
78) NS(=O)(=O)c1ccc(N2CCCC2=O)c([N+](=O)[O-])c1
 : -10.1%	7.7%	-2.8%
79) O=C(NCc1ccc(F)cc1F)[C@@H]1CCCN1C(=O)[C@@H]1CCCN1C(=O)c1cccc2ccccc12
 : ?	?	.
80) C=CCN1C(=O)c2ccc(C(=O)N(CCC)CC(=O)Nc3ccccc3C)cc2C1=O
 : 4.1%	-0.4%	-6.9%
81) Cc1nn(-c2ccccc2)c(C)c1C(=O)OCC(=O)NC12CC3CC(CC(C3)C1)C2
 : 23.1µM*	?	47.8%[activator]
82) CCC(C)C(NC(=O)c1ccccc1)C(=O)Nc1ccc(S(=O)(=O)Nc2cc(C)nc(C)n2)cc1 (centres undefined)
 : 8.0%	-11.5%	-7.0%
83) COCCN(CCOC)S(=O)(=O)c1ccc(NC(=O)c2cnccn2)cc1
 : -4.9%	-5.1%	3.3%
84) Cc1cc2cc(CNC(=O)c3ccc(S(=O)(=O)N4CCOCC4)cc3)ccc2[nH]1
 : -11.8%	-2.4%	-6.8%
85) CC(OC(=O)c1ccc2ncsc2c1)C(=O)Nc1ncc(Cl)cc1Cl (centres undefined)
 : -28.3%	-16.2%	1.6%
86) Cc1c(Cl)cccc1NC(=O)c1ccc(-n2ccnc2)nc1
 : 2.4%	-10.1%	-2.5%
87) CCCCNC(=O)CC1Nc2cc(C)c(C)cc2NC1=O (centres undefined)
 : 5.17µM*	4.61µM*	0.8%
88) Cc1ccc(C(=O)NCC(=O)O)cc1S(=O)(=O)N1CCCCC1
 : -8.3%	12.1%	2.1%
89) CCc1nnc(NC(=O)CSc2nc3c(c(=O)n2-c2ccccc2OC)SCC3)s1
 : -17.8%	-14.7%	-9.1%

Along the list, quoted from above.
TDP1 cell noCPT for nos. 77 to 86 → -3.4%, -10.1%, ?, 4.1%, 23.1µM*, 8.0%, -4.9%, -11.8%, -28.3%, 2.4%
KAT2A inh for nos. 77 to 86 → -2.0%, -2.8%, ., -6.9%, 47.8%[activator], -7.0%, 3.3%, -6.8%, 1.6%, -2.5%
